# Compound activity from PubChem BioAssay.
# GALR2 blocker – blocks the human galanin receptor 2. O43603. GALR2-expressing cells, antagonist mode. inhibition, % at 4 µM. 0.39% of 140,000 active. AID 828; in the data active = inhibition above about 27%;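 also: cells stimulated with galanin 1-16 at roughly its EC80; 0% = agonist challenge control and 100% = basal control without agonist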
# Target sequence (O43603 whole entry, looked up): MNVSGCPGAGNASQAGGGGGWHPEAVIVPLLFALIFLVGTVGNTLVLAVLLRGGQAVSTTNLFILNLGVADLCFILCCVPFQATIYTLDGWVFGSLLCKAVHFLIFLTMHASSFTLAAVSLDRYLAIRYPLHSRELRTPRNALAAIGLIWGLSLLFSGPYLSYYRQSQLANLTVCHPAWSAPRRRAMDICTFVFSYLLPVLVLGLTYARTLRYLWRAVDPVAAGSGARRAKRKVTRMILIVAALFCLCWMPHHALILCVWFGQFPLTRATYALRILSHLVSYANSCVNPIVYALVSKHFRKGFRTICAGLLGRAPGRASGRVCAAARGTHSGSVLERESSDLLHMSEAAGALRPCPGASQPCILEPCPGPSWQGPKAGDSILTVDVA
# Yeast growth inh – chemicals that inhibit yeast BB579 growth in restrictive medium (lifespan-shortening candidates). AID 804. inhibition, % at 10 µM. 0.51% of 140,000 active. S. cerevisiae BB579 growth, OD615, 48 h;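 active = inhibition above a set limit, 3 SD over the mean compound inhibition, cut at about 44% in these data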; also: inactives centre near -24
#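 System: Saccharomyces cerevisiae DeaD strain BB579, replicative lifespan model yeast | Buffer or medium: Restrictive glucose-based CSMM-D medium | Times: 4 h preincubation and 48 h exposure at 30 °C | Detection: OD615 turbidity measurement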
# HCT116 PTEN-null – suppresses growth of cells with PTEN deletion | HCT116 PTEN-null viability, CellTiter-Glo, 60 h; active compounds read low | viability, % at 10 µM | 1.2% of 140,000 active | AID 827;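 active = viability at or below a set limit, 4 SD under the median of all tested compounds, cut at about 3.7% in these data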;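 also: PTEN knockout HCT116 line with beta catenin targeted HCT116 as companion control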
# MRP-1 activ – MRP-1 activation; H69AR cells + doxorubicin, viability rescue, CellTiter-Glo; viability increase, % at 10 µM; 0.61% of 140,000 active;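 active = viability gain under doxorubicin at or above a set limit, the compound median plus 3 SD, cut at about 4.7% in these data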;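 also: MRP-1 overexpressing cells given doxorubicin 25 µM after compound pretreatment; 18-22 h compound pretreatment then 72 h with doxorubicin before readout; 0% = doxorubicin-only wells and 100% = vehicle-treated cells without doxorubicin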
# Phagocyt inh – macrophage phagocytosis inhibition; J774A.1 macrophage IgG-bead phagocytosis, imaging; inhibition, % at 5 µM; 0.07% of 110,000 active;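 active = inhibition above the mean of the plate negative controls plus 5 SD, cut at about 13% in these data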;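 also: phagocytic index as fraction of beads internalized from green versus red external bead signal; plate controls were DMSO negative control for no effect and cytochalasin-D positive control for full effect; some results beyond the cut were filed as inactive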
# Measles CPE – protection of cells from measles virus. Measles virus-infected cells, CPE protection, absorbance. protection (pct of control), % at 4 µM. 1.5% of 140,000 active. AID 841; in the data active = protection mostly above about 24%, no sharp cut-off; inactive = mostly below about 26%; also: some compounds called inactive have numbers as strong as hits
# HCT116 bCat-KO – beta-catenin-lacking colon tumor cell growth suppression | HCT116 beta-catenin knockout viability, CellTiter-Glo, 60 h; active compounds read low | viability, % at 10 µM | 1.5% of 140,000 active | AID 818;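 active = viability at or under a set limit, the compound median less 4 SD, cut at about 6% in these data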;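 also: 0% = Hyamine 1622 control at 20 µM and 100% = untreated cell control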
# E-sel TNF inh – blocks E-selectin expression induced by TNF alpha | HUVEC TNFa-induced E-selectin immunofluorescence, high content | inhibition, % at 2 µM | 0.71% of 120,000 active;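 active = inhibition above the batch mean plus 3 SD, and confirmed as a hit on visual image review, cut at about 43% in these data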;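 also: 0% = TNF-stimulated DMSO wells and 100% = unstimulated control wells; not every result past the cut was called active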
# NPY-Y2 antag – blocks the human neuropeptide Y Y2 receptor; NPY-Y2 expressing cells, antagonist mode; inhibition, % at 2.7 µM; 0.99% of 140,000 active; in the data active = inhibition above about 17%;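 also: 0% = vehicle with agonist challenge and 100% = reference antagonist with challenge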
# Target sequence (P49146 whole entry, looked up): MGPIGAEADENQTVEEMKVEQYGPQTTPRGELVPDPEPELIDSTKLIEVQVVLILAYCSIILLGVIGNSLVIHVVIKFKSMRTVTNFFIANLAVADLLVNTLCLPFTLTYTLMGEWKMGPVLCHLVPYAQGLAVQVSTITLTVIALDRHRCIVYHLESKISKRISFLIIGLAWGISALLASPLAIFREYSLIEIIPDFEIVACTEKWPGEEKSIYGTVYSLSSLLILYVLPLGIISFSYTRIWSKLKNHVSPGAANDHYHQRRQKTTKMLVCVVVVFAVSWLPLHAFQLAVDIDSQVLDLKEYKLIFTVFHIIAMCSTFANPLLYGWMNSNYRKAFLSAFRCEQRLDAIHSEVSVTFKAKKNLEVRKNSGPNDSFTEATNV
# Yeast life ext – yeast lifespan extension; inhibition of the nicotinamide effect, % at 10 µM; S. cerevisiae growth with nicotinamide, OD615; deaD strain in restrictive glucose medium; 0.68% of 130,000 active; AID 775;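 active = inhibition above a set limit, placed 3 SD over the median of all compounds, cut at about 26% in these data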;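 also: 0% = nicotinamide-treated wells and 100% = cells grown without nicotinamide; some compounds called inactive have numbers as strong as hits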
#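 Material: Modified budding yeast, DeaD strain | Medium: Restrictive glucose medium | Probe or stimulus: 1.5 mM nicotinamide | Dosing: Single dose 10 µM compound, 0.25% DMSO | Times: 48 h at 30 °C | Technique: OD615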
# Starred values were filed as active, the others as inactive; / = not tested or not shown. An unsorted share of the library (roughly 6.2% active in at least one column).
SMILES,GALR2 blocker,Yeast growth inh,HCT116 PTEN-null,MRP-1 activ,Phagocyt inh,Measles CPE,HCT116 bCat-KO,E-sel TNF inh,NPY-Y2 antag,Yeast life ext
Cc1cccc(C(=O)NCCNC(=O)c2cccc(C)c2)c1,-4,-48,87,-1.3,-14,1,86,/,1,5
O=C(Nc1ccc(O)cc1)/C(=C\c1cccs1)NC(=O)c1ccccc1,5,-3,95,-0.5,-2,11,96,/,3,-3
O=C(CSc1nnc(COc2ccccc2)n1-c1ccccc1)c1ccccc1,6,-12,70,-3.5,-3,6,78,-20,2,0
O=C1NC(c2cc3c(cc2Cl)OCO3)Oc2ccccc21 (stereo not given),-4,-72,105,-2.0,-1,14,97,2,2,-9
Cc1onc(-c2c(F)cccc2Cl)c1C(=O)OCC(=O)Nc1c(C)n(C)n(-c2ccccc2)c1=O,12,-70,101,-1.0,1,5,93,-17,8,-7
COc1ccc2oc(C(=O)OCC(=O)NCCN3C(=O)CSC3=O)c(C)c2c1,1,-16,92,2.8,-10,12,92,/,2,-5
COc1ccc(CNC(=O)c2noc3c2CCCC3)cc1,-2,-31,107,-0.9,-3,15,93,/,-1,-2
CCc1ccc2c(c1)C(c1ccc([N+](=O)[O-])cc1)=NNC(c1ccc(Br)cc1)=N2,1,-33,19,-4.7,/,18,27,-6,0,0
c1ccc2c(c1)nc(N1CCN(C3CCCCC3)CC1)c1nnnn12,-2,-79,84,-0.7,-1,24,93,-52,7,-4
c1ccc(Cn2nnnc2C(c2cccs2)N2CCSCC2)cc1 (stereo not given),1,-35,79,-4.0,/,5,87,8,3,-3
COc1ccc(/C=N\N=C2/SC(CC(=O)O)C(=O)N2c2ccc(O)cc2)cc1OC (stereo not given),2,-35,104,-0.3,-11,30,98,-7,1,5
Cc1cc(C(=O)COc2ccc(-c3nnco3)cc2)c(C)n1Cc1ccccc1,-2,-78,60,0.9,/,2,47,15,-2,-7
Cn1c(NCc2cccnc2)nc2c1c(=O)n(Cc1ccccc1F)c(=O)n2C,-6,-22,90,0.6,-1,4,95,6,1,-8
O=C(Nc1nccs1)C1CCN(S(=O)(=O)c2ccc3c(c2)OCCCO3)CC1,11,-41,98,-0.7,0,7,83,6,2,-8
Cc1oc2cc(O)ccc2c(=O)c1N1C(=O)c2ccccc2C1=O,-1,-37,96,0.4,-3,3,92,/,2,-2
O=c1c2ccccc2nc(SCc2cc(=O)n3ccsc3n2)n1CCCO,-4,-76,99,-1.1,/,9,93,8,4,-5
COC(=O)CSc1nnc(C)c(=O)[nH]1,7,-23,103,-0.8,2,13,94,-6,3,5
CC1=N/C(=C\c2ccc([N+](=O)[O-])cc2)C(=O)N1c1ccc(Cl)cc1,-17,-11,79,-2.2,/,39,79,6,1,-10
Cc1c(C(=O)N2CC(C)OC(C)C2)sc2nc(-c3ccccc3)cn12 (stereo not given),7,-1,83,-1.4,-2,15,86,/,2,-1
CCCCOCCCNS(=O)(=O)c1ccccc1,6,-13,102,0.5,-1,5,100,/,2,-9
CCS(=O)(=O)n1nc(-c2ccc(Cl)cc2)nc1SC,7,-15,94,-0.3,-1,4,101,-52,3,-9
CCc1ccccc1N(CC)C(=O)c1cn(C)c(=O)c2cc(OC)c(OC)cc12,2,-28,100,-3.8,0,16,94,/,1,-7
O=C(CN(c1ccc(F)cc1)S(=O)(=O)c1ccc2c(c1)OCCO2)NCc1ccccn1,7,-18,94,-1.2,-2,3,100,-7,0,-15
Cc1ccc(NC(=O)COc2ccccc2C(=O)Nc2ccccc2)cc1Cl,7,5,88,0.9,-6,6,93,-26,0,1
CC1CCCCN1S(=O)(=O)c1ccc(S(=O)(=O)NCCc2ccncc2)cc1 (stereo not given),0,-6,77,-2.1,/,7,89,23,1,/
CC(NC(=O)Cn1nc(-c2ccccc2)c2ccccc2c1=O)c1ccccc1 (stereo not given),5,4,87,-1.7,/,9,86,-23,5,-23
COc1ccc(-n2cnnc2)cc1,1,-44,80,-2.3,-1,23,90,/,-2,-10
O=C(Cc1ccsc1)NCC(c1ccco1)N1CCCCC1 (stereo not given),5,1,91,-3.9,-1,2,82,-1,8,-6
CC(C)OCCCNc1nc2c(-c3ccccc3)nnn2c2ccccc12,17,-11,88,-4.0,/,14,62,-22,-3,4
COc1ccc(S(=O)(=O)N(c2onc(C)c2Cl)S(=O)(=O)c2ccc(OC)c(OC)c2)cc1OC,1,-5,112,-2.2,0,1,103,/,0,-7
COc1ccc(CCNS(=O)(=O)c2cn(C)c(=O)n(C)c2=O)cc1,-2,11,106,-1.0,0,10,91,15,-2,-12
O=C1C(C=NCC2CCCO2)=C(O)c2ccccc21 (stereo not given),-2,-10,102,-0.5,1,7,106,-32,3,-9
CC(=O)c1cc2c(cc1NC(=O)CSc1nc3ccc(C)cc3[nH]1)OCO2,-1,-8,71,0.0,-2,23,77,31,3,-3
COc1ccc(C(c2nnnn2CCc2ccccc2)N2CCN(C3CCCC3)CC2)cc1OC (stereo not given),-11,-95,85,-0.9,0,3,89,-9,2,-1
CCCC12CN3CC(C)(CN(C1)C3c1ccc(OC(C)C)cc1)C2=O (stereo not given),-3,-25,88,-0.4,0,5,119,-5,4,-1
Cn1c(=O)c2c(nc(SCc3ccccc3)n2Cc2ccc(Cl)cc2)n(C)c1=O,0,-29,76,-6.0,/,6,66,23,4,/
Cn1c(C(=O)NCCN2CCCCCC2)cc2c(=O)n(C)c3ccccc3c21,1,-30,82,-3.9,2,6,77,/,2,-2
CCCC1S/C(=N/N=C/c2ccc(OC)cc2)N(Cc2ccccc2)C1=O (stereo not given),-3,-18,83,6.0*,1,24,85,13,3,2
Cc1nc(C)c(C(=O)C2=C(O)C(=O)N(CCN(C)C)C2c2cccs2)s1 (stereo not given),-3,-5,96,2.4,-1,8,104,10,1,-10
NC(=O)c1ccccc1N/C=C/C(=O)c1cccs1,16,-20,69,-1.2,/,3,66,/,5,/
CCOc1cc(S(=O)(=O)N(CC)CC)ccc1F,0,-22,107,-0.1,/,2,102,-14,-1,-14
Cc1cc(NC(=O)CN2CCN(S(=O)(=O)c3ccc4ccccc4c3)CC2)no1,14,-22,92,-2.6,3,14,79,-31,3,-6
CCCc1nc(SCC(=O)N2CCc3ccccc32)c2c(C)c(C)sc2n1,2,-25,81,-0.4,/,16,85,39,1,11
COc1cc2c3c(c1)c(C1=NC(=S)NC1=O)c(O)n3C(C)(C)C=C2C,5,-37,89,-2.6,-1,6,92,56,-9,-2
CCSc1ncnc2c1oc1ccccc12,15,-5,108,-0.4,-1,6,107,-12,0,-18
COc1cc(OC)cc(C(=O)Nc2ccc3c(c2)COC3=O)c1,15,-41,101,-0.9,-1,10,86,-3,0,-4
Fc1cccc2sc(Nc3nc4c(F)cccc4s3)nc12,16,-40,89,-2.6,-5,6,77,/,3,5
COc1ccc(C2C(=O)N(C3CCCCC3)CC(=O)N2CC2COc3ccccc3O2)cc1 (stereo not given),-5,-32,79,-1.3,/,9,85,-20,1,-4
Cc1c(C(=O)NCC2CCCO2)oc2ccc(S(=O)(=O)N3CCCCC3)cc12 (stereo not given),6,-11,92,-1.3,/,20,90,-12,2,0
CC(C)CC(=O)NC1(C(F)(F)F)C(=O)Nc2c1c(=O)n(C)c(=O)n2C (stereo not given),3,-18,105,-1.2,-2,4,93,4,1,-7

# Arranged by value in Yeast growth inh (smallest number first): some entries from above.
mol | Yeast growth inh
Fc1cccc2sc(Nc3nc4c(F)cccc4s3)nc12 | -40
CC(C)CC(=O)NC1(C(F)(F)F)C(=O)Nc2c1c(=O)n(C)c(=O)n2C (stereo not given) | -18
Cc1c(C(=O)NCC2CCCO2)oc2ccc(S(=O)(=O)N3CCCCC3)cc12 (stereo not given) | -11

# Other entries:
SMILES,GALR2 blocker,Yeast growth inh,HCT116 PTEN-null,MRP-1 activ,Phagocyt inh,Measles CPE,HCT116 bCat-KO,E-sel TNF inh,NPY-Y2 antag,Yeast life ext
CC12CCC(c3c1nc1ccccc1[n+]3[O-])C2(C)C (stereo not given),2,-3,93,-1.2,-1,3,95,/,0,7
Cc1c(C(=O)N2CCCC2)sc(NC(=O)c2ccc(Cl)cc2)c1C#N,-17,-28,95,-2.7,/,9,86,-24,4,/
c1ccc(C(c2nnnn2C2CCCC2)N2CCN(c3ccccc3)CC2)cc1 (stereo not given),-10,-28,81,-0.7,/,15,84,2,2,/
Cc1ccc(-n2c(N)c(C#N)c(-c3ccc(Cl)cc3)c(C#N)c2=O)cc1,8,-13,88,-3.9,-1,1,96,-35,-3,-8
O=C(N/N=C/c1ccc([N+](=O)[O-])o1)c1cn(-c2ccccc2)nc1-c1ccccc1,7,-52,8,-4.6,-6,17,12,/,-3,2
COCc1cc(C)nc(OCC(=O)N/N=C\c2cc(C)n(-c3cccc(C(F)(F)F)c3)c2C)c1C#N,-12,-28,103,-0.1,-1,9,105,24,1,-5
CCCCCCNc1cc2n(c(=O)n1)CCc1cc(OC)c(OC)cc1-2,-10,-34,77,-2.2,-1,2,83,4,15,-23
COc1ccc(NC(=O)Nc2ccc3nc(C)c(C)nc3c2)cc1,9,-50,96,2.4,-2,2,99,-3,2,-11
O=C(O)C1CC(=O)N(Cc2ccc3c(c2)OCO3)C1 (stereo not given),3,-3,100,0.0,0,7,89,-18,-1,-6
Cc1ccc(NC2=C(Cl)C(=O)OC2OC(=O)c2ccco2)cc1 (stereo not given),8,-36,91,-1.4,-1,21,86,3,2,-3
CC(C)CCNC(=O)C1CCN(C(=O)N(C)C)CC1,6,-10,77,-2.0,-1,8,82,-8,0,-13
C/C(=N\NS(=O)(=O)c1ccccc1)c1ccc2c(c1)OCCO2,3,-39,101,1.0,-8,11,98,/,4,-4
CN(C(=S)NC(=O)c1ccc(Br)o1)c1ccccc1,3,-19,99,-2.0,-4,3,90,-17,3,6
COc1ccc2oc(=O)c(C(=O)NCc3ccc4c(c3)OCO4)cc2c1,0,-41,82,-2.6,/,11,74,-9,5,/
CCCS(=O)(=O)N1CCCC(c2nc(-c3cccc(OC)c3)no2)C1 (stereo not given),8,-5,94,-0.6,/,13,92,/,2,-14
CC(/C=C1\N=C(SCc2ccccc2Cl)SC1=O)=C\c1ccccc1,-2,-60,87,-1.2,/,11,84,-8,1,3
O=C(NC1CCCc2ccccc21)C(Cc1ccccc1)NS(=O)(=O)c1cccs1 (stereo not given),9,-41,78,-1.1,/,3,77,/,7,2
COc1ccc(NC(=O)CN(C)CC(=O)Nc2ccccc2SC)cc1Cl,-5,-5,93,-0.6,-5,5,90,/,1,-7
CCOC(=O)c1sc(NC(C)=O)cc1C,-2,12,106,2.3,-1,6,103,-37,0,-7
N#CC(C(=O)OCc1ccccc1)c1nc2ccccc2nc1N1CCOCC1 (stereo not given),10,-34,79,-0.5,1,6,87,-7,2,-11
CCC(=O)N(Cc1cc2cc(OC)ccc2[nH]c1=O)c1ccc(C)cc1C,-8,-1,65,-2.0,-2,38,67,/,2,-12
COc1ccc(C(=O)N(Cc2ccccc2)Cc2cc3cc4c(cc3[nH]c2=O)OCCO4)cc1,3,-60,95,-5.9,/,9,98,-7,1,-11
